Anesthetic bind: qHTS Assay for Identification of Novel General Anesthetics | Ferritin light chain (Equus caballus), P02791 | apoferritin/1-aminoanthracene competitive binding, fluorescence | Potency, µM (doses to about 77.5 µM), without a hit: at the top dose activity change, negative = displacement, hits mostly inhibitors | 350,000 tested, 0.074% active | AID 485281, 2010; further: potency means the concentration at half of the fitted maximal effect; on the % scale 0 is the no-effect control and ±100 the full control effect; nearly all actives have a fitted effect of over 20% in size
Target sequence (P02791 2-175 limits assumed): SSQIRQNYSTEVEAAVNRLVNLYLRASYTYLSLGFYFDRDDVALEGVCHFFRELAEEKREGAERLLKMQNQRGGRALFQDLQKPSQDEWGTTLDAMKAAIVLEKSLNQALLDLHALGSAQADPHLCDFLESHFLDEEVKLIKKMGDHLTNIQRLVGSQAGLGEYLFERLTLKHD
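Concentration-response curves derived by four-parameter Hill fitting of normalized fluorescence, where compounds displaced 1-AMA from 10 uM horse apoferritin following a brief 10 min room-temperature incubation; propofol titration acted as positive control.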
LDHA inh: qHTS assay for inhibitors of human lactate dehydrogenase | L-lactate dehydrogenase A chain (Homo sapiens), P00338 | purified LDHA, NADH/diaphorase-resazurin fluorescence; active compounds read low | activity change, % (values are at about 110 or 230 µM) | 480,000 tested, 0.15% active | AID 1347041, 2019; in the data active means activity change below about -30%; inconclusive means mostly about -25% to -30%;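 further: plate controls were DMSO wells for no effect and wells without enzyme for full effect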
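Human LDH5 (2 nM) was incubated with 0.06 mM NADH and 0.2 mM pyruvate for 5 min at room temperature in Tris pH 7.4. Remaining NADH was coupled through diaphorase/resazurin, and resorufin fluorescence was read at 0 and 20 min.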
POLH inh: qHTS for Inhibitors of Polymerase Eta. DNA polymerase eta (Homo sapiens), Q9Y253. recombinant Pol eta, fluorescent DNA replication assay. Potency, µM (top dose mostly 114 µM), inactives show top-dose activity change, negative = inhibition, usual class: inhibitors. 390,000 tested, 1.2% active. AID 588591, 2011; further: potency means the concentration at half of the fitted maximal effect; on the % scale 0 is the no-effect control and ±100 the full control effect
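Pol eta at 10 nM preincubated with compounds 15 min at room temperature; reaction started with fluorescent substrate (50 nM final) and read kinetically at 0 and 10 min.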
12-LOX inh: Primary qHTS assay for inhibitors of human arachidonate 12S-lipoxygenase (ALOX12): Round 2. purified 12hLO, xylenol orange hydroperoxide absorbance. Potency, µM (highest dose often 108 µM), without a hit: top-dose activity change, negative = inhibition, hits mostly inhibitors. 580,000 tested, 1.1% active; further: potency means the concentration at half of the fitted maximal effect; on the % scale 0 is the no-effect control and ±100 the full control effect
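Purified human 12hLO (150 nM final) in 25 mM Hepes, 0.01% Triton X-100, pH 7.0 was preincubated 15 min at room temperature with compound. Then 40 uM arachidonic acid was added, 30 min. Hydroperoxide was read by Fe-XO absorbance ratio 573/405 nm.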
Pol beta inh: qHTS Assay for Inhibitors of DNA Polymerase Beta; P06746; Pol beta primer extension/strand displacement, fluorescence kinetic; Potency, µM (titrated, usually from 114 µM), without a hit: top-dose activity change, negative = inhibition, actives largely listed as inhibitors; 340,000 tested, 1.3% active; further: potency means the concentration at half of the fitted maximal effect; on the % scale 0 is the no-effect control and ±100 the full control effect
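Kinetic readout of DNA synthesis with strand displacement by Pol beta. Compound and 10 nM enzyme sit 15 min at room temperature; 50 nM substrate starts the reaction, read immediately and at 10 min.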
POLK inh: qHTS for Inhibitors of Polymerase Kappa; AID 588579, 2011; Potency, µM (top dose mostly 107 µM), for the others: top-dose activity, negative = inhibition, actives largely listed as inhibitors; DNA polymerase kappa (Homo sapiens), Q9UBT6; 400,000 tested, 0.53% active; purified Pol kappa, fluorescent DNA synthesis assay, 10 min; further: potency means the concentration at half of the fitted maximal effect; on the % scale 0 is the no-effect control and ±100 the full control effect
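Inhibition of 10 nM Pol kappa is measured by a fluorescent read-out at 0 and 10 min following addition of 50 nM substrate (final), with a 15-min room-temperature compound preincubation.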
RGS4 inh: Inhibitors of Regulator of G Protein Signaling (RGS) 4: qHTS. Regulator of G-protein signaling 4 (Homo sapiens), P49798. Transcreener GDP fluorescence polarization, RGS4-accelerated GTP hydrolysis. Potency, µM (top dose mostly 114 µM), for the others: at the top dose activity change, negative = inhibition, actives largely listed as inhibitors. 390,000 tested, 0.039% active; further: potency means the concentration at half of the fitted maximal effect; on the % scale 0 is the no-effect control and ±100 the full control effect; nearly all actives have a fitted effect of over 75% in size; some results filed as inactive show a strong effect at the top dose
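MLSMR compounds (23 nl, pin-transferred) preincubated 10 min at room temperature with a 500nM (2x) first reagent, then RGS4 at 900nM (2x) plus Transcreener GDP mix added; fluorescence polarization (620/688 nm) read before and after 90 min at 30 °C.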
ERG-DNA inh: qHTS for Small Molecule Inhibitors of the ERG Ets/DNA interaction; Transcriptional regulator ERG (Homo sapiens), P11308; fluorescence polarization, His-ERG Ets domain / labelled DNA; Potency, µM (series often up to 76.9 µM), without a hit: top-dose FP activity, negative = inhibition, actives largely listed as inhibitors; 370,000 tested, 0.028% active; active means well fitted inhibition curve with a large enough effect in the polarisation, with a control signal flat; inconclusive means small, poorly fitted or top-dose-only effect, or effect the other way, or a change in a side signal; inactive means no such curve, though single readings can be large or run the other way; the % refers to the polarisation;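 further: polarization taken with two DNA probes labelled with fluorescein and Texas red; potency means the concentration at half of the fitted maximal effect; % of control where 0% means no effect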
Target sequence (P11308 whole entry, looked up, the tested form may be a part): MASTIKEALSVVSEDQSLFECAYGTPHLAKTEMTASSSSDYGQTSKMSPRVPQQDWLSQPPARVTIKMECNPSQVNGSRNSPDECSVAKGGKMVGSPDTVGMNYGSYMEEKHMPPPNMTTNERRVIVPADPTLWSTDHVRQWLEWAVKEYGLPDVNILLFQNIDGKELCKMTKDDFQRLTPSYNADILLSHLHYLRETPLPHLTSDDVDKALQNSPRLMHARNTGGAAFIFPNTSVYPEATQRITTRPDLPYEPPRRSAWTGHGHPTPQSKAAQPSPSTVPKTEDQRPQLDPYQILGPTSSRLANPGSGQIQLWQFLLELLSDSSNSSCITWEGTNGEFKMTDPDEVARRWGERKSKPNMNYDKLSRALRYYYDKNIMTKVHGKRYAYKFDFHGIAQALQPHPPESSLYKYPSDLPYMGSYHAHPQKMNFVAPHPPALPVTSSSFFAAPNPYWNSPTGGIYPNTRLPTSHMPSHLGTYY
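His-tagged ERG Ets domain (1 uM in the protein solution; 300mM KCl, 50mM Tris-HCl, 1mM EDTA, 1mM DTT, pH 7.5) received compound, then a probe mix of 5 nM fluorescein-DNA and 100nM Texas-615-DNA. Fluorescence polarization was read for both dyes.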
APE1 inh: qHTS Assay for Inhibitors of the Human Apurinic/apyrimidinic Endonuclease 1 (APE1). DNA repair nuclease/redox regulator APEX1 (Homo sapiens), P27695. recombinant APE1, TAMRA/BHQ-2 abasic DNA cleavage fluorescence. Potency, µM (series often up to 65.8 µM), inactives show at the highest dose activity change, negative = inhibition, hits mostly inhibitors. 350,000 tested, 0.35% active. AID 2517, 2012;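 further: potency means the concentration at half of the fitted maximal effect; plate controls were vehicle for no effect and reference inhibitor for full effect; nearly all actives have a fitted effect of over 55% in size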
Target sequence (P27695 whole entry, looked up): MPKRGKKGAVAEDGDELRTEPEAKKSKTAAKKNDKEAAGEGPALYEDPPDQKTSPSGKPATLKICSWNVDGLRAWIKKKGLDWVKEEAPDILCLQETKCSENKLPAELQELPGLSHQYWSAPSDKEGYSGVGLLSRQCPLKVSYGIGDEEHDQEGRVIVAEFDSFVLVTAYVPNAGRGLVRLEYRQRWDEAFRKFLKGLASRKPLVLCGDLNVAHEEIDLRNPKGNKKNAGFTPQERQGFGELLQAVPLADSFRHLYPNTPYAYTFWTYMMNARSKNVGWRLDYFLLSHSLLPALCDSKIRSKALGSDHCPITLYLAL
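0.75 nM APE1 + cpd, 15 min RT; start w/ 50 nM TAMRA/BHQ-2 THF-abasic dsDNA; kinetic fluor 525/598 nm ×3 reads @60 s; Δ(read3−read1); normalized to DMSO and NSC13755 control wells.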
Numbers without * were called inactive; i = inactive; ? = inconclusive; nt = not tested or not shown; & = joins results of further samples; [ ] = remark or other dose. Unless noted, the call rests on the fitted dose curve; in most records, active means well fitted curve in the direction sought with a large enough effect; inconclusive means small, poorly fitted or top-dose-only effect, or another doubt; inactive means no such curve, though single readings can be large; an effect the other way counts as inactive or inconclusive. This is a subset (hit frequency here may not be typical).

SMILES	Anesthetic bind	LDHA inh	POLH inh	12-LOX inh	Pol beta inh	POLK inh	RGS4 inh	ERG-DNA inh	APE1 inh
COc1ccccc1CN1CC(C(=O)N(C)CCCn2nc(C)cc2C)CCC1=O (centres undefined)	-2%	-1	-5%	i	18%	11%	4%	-15%	13%
COC(=O)c1cc(OC)c(OC)cc1NC(=O)c1cccc(OC)c1OC	-9%	0	-13%	17%	-4%	-1%	11%	-7%	-6%
CC1CCc2c(nc3nc[nH]n3c2=O)C1 (centres undefined)	1%	-7	-8%	0%	-1%	-11%	17%	-15%	2%
Cc1ccc(COc2ccc3c(c2)OCO3)cc1	-21%	-4	-22%	-23%	1%	-4%	5%	-12%	45%
S=C(NC1CCCC1)N1CCN(c2ccccn2)CC1	-3%	-7	-17%	10%	-16%	-16%	-17%	-5%	1%
CC(C)(C)c1ccc(C(=O)/C=C2\NC(=O)CS2)cc1	?	-2	-18%	156%[activator]	2%	-21%	?	32%[activator]	-4%
Nn1c(SCC(=O)NCCCc2ccccc2)nnc1-c1cccnc1	-2%	5	-19%	1%	-1%	-11%	-22%	-18%	-5%
CCc1nc2ccccc2n1CCCCOc1ccc(C)cc1	267%[activator]	6	-22%	?	0%	-3%	-5%	-1%	nt
CCN(C[C@H]1N[C@@](Cc2ccccc2)(C(=O)OC)[C@H]2C(=O)N(Cc3ccccc3)C(=O)[C@@H]12)S(=O)(=O)c1ccc(C(C)(C)C)cc1	nt	-1	-18%	-2%	nt	-12%	-10%	-3%	-18%
CN1C(=O)S/C(=C/c2ccc(OCc3cccc(C(=O)O)c3)cc2)C1=O	-4%	-3	-1%	-21%	19%	-4%	-12%	-11%	-38%
O=c1c2c(nc3n1CCCCC3)-c1ccccc1CC21CCCC1	-7%	-1	-12%	5%	-24%	-4%	5%	-7%	-1%
CCOC(=O)c1cnc(-n2nc(C)cc2C)nc1Nc1cccc(C(C)=O)c1	nt	1	-5%	0%	nt	-6%	41%	-4%	nt
O=C(O)CSc1cc(NS(=O)(=O)c2cccc([N+](=O)[O-])c2)c2ccccc2c1O	-1%	8	22µM*	?	79µM*	?	-32%[11.4 µM]	-1%	-5%
CCOc1cc(C(=O)NN=C2CCCC2)cc(OCC)c1OCC	-12%	0	-5%	0%	5%	3%	-3%	0%	32%
CCCC1(C(=O)OCC)NC(c2ccc(O)cc2)C2C(=O)N(c3cccc(C(C)=O)c3)C(=O)C21 (centres undefined)	-13%	0	-14%	-13%	-1%	14%	-28%	5%	18%
COc1cccc(NC(=O)Nc2nnc(N3CCCCC3C)s2)c1 (centres undefined)	?	-4	-10%	?	2%	-19%	10%	9%	3%
COc1ccc(C(CNC(=O)c2cccc([N+](=O)[O-])c2)N2CCOCC2)cc1 (centres undefined)	-10%	-5	-3%	0%	7%	4%	10%	0%	nt
CCCCCc1nnc(NC(=O)C2=COCCO2)s1	nt	-8	4%	-10%	nt	-7%	8%	-3%	-1%
CCCc1cc(=O)[nH]c(SCC(=O)N2CCCc3ccccc32)n1	-19%	-2	-15%	-20%	6%	-1%	-48%	-5%	-1%
N#CC(C#N)=Cc1c(N2CCN(c3ccccc3)CC2)nc2ccccn2c1=O	-12%	0	-22%	-3%	45%	-5%	-22%	-8%	3%
c1ccc2c(c1)nc(N1CCOCC1)c1ccccc12	-14%	-2	-21%	0%	4%	-6%	1%	8%	-9%
COc1ccc(C(C)NC(=S)NC2CCCC2)cc1OC (centres undefined)	-6%	-4	-19%	?	64%	2%	-36%	-7%	17%
CC(=O)N[C@@H]1c2c(ccc3ccccc23)OC[C@@H]1COC(C)=O	0%	-7	-6%	-10%	3%	9%	-52%	7%	-3%
CCc1cc(=O)n2[nH]c(-c3ccccc3)c(-c3ccccc3)c2n1	0%	-1	6%	-16%	-12%	-11%	14%	-10%	0%

Quoted at random: 3 records from the list.
SMILES	Anesthetic bind	LDHA inh	POLH inh	12-LOX inh	Pol beta inh	POLK inh	RGS4 inh	ERG-DNA inh	APE1 inh
CCc1cc(=O)n2[nH]c(-c3ccccc3)c(-c3ccccc3)c2n1	0%	-1	6%	-16%	-12%	-11%	14%	-10%	0%
c1ccc2c(c1)nc(N1CCOCC1)c1ccccc12	-14%	-2	-21%	0%	4%	-6%	1%	8%	-9%
O=C(O)CSc1cc(NS(=O)(=O)c2cccc([N+](=O)[O-])c2)c2ccccc2c1O	-1%	8	22µM*	?	79µM*	?	-32%[11.4 µM]	-1%	-5%

Continuation.
SMILES	Anesthetic bind	LDHA inh	POLH inh	12-LOX inh	Pol beta inh	POLK inh	RGS4 inh	ERG-DNA inh	APE1 inh
O=C(c1ccc(Br)cc1)c1cc([N+](=O)[O-])ccc1N1CCOCC1	?	0	-6%	-24%	4%	-4%	-8%	-6%	-1%
CN(C(=O)CN1C(=O)NC2(CCc3ccccc32)C1=O)C1CCS(=O)(=O)C1 (centres undefined)	nt	0	0%	4%	nt	-9%	9%	-6%	14%
CCc1ccc(NC2=CC(=O)C(=O)c3ccccc32)cc1	nt	14	50µM*	?	nt	-16%	2%	3%	?
COc1cc(CNCCCN2CCOCC2)cc(Cl)c1OCC(=O)NC(C)(C)C	-3%	1	-19%	-13%	15%	-11%	-11%	4%	56%[activator]
O=C(CC1C(=O)NC2CCCCC2N1C(=O)c1ccc([N+](=O)[O-])cc1)Nc1ccccc1 (centres undefined)	-13%	-6	-7%	-1%	8%	0%	-17%	2%	2%
Cc1c(OCc2ccccc2)c(=O)ccn1Cc1ccc(F)cc1	-15%	-3	-27%	1%	9%	-1%	-9%	-1%	-9%
CC(=O)Nc1ccccc1-c1nnc(SCc2ccccc2Cl)[nH]c1=O	-16%	0	-8%	0%	-4%	-1%	-9%	5%	-4%
CS(=O)(=O)c1ccc(-c2nnc(NC(=O)c3ccco3)o2)cc1	nt	0	1%	-22%	nt	6%	6%	1%	2%
CCOC(=O)CCCCC(=O)c1[nH]c(=O)[nH]c1CSc1nnc2c3ccccc3n(C(C)C)c2n1	-23%	-3	-2%	-13%	0%	-20%	-29%	-1%	6%
CC(=O)C1=C(C)OC(N)=C(C#N)C1c1ccco1 (centres undefined)	-3%	11	14%	?	-1%	-10%	0%	-9%	-5%
CC(C)CC(CSc1ccc(Br)cc1)N1CCN(CCc2ccccc2)CCC1=O (centres undefined)	19%	nt	nt	nt	nt	-8%	14%	nt	14%
CCOC(=O)N1CCC(=NNc2ccc(S(N)(=O)=O)cc2[N+](=O)[O-])CC1	-16%	-3	-18%	-2%	1%	-4%	6%	-1%	2%
COc1ccc(C(=O)NCC(=O)N=Nc2c(O)n(Cc3ccccc3)c3ccccc23)cc1OC	-17%	-8	-21%	-2%	15%	1%	-32%	8%	-6%
Cc1ccc(O)c(N=NC2=C(O)CC(C)(C)CC2=O)c1	?	12	-16%	?	1%	-8%	-40%	4%	-10%
CN(C)c1ccc(N=Nc2nc3ccccc3n2C)cc1	-4%	0	-15%	160%[activator]	-27%	-2%	4%	30%[activator]	0%
Cc1nc2cnccc2n1C	-2%	2	-9%	-1%	-7%	-1%	-11%	-10%	-3%
COc1ccc(Nc2nc3ccccc3nc2NS(=O)(=O)c2ccc(NC(C)=O)cc2)cc1	-9%	-3&-5	-24%	-15%&0%	-7%	-11%	-12%	-1%	-5%
O=c1[nH]c(SCc2cccc(Cl)c2)nc2c1CCCC2	-17%	-3	-11%	-23%	21%	2%	-12%	-2%	-4%
O=c1[nH]c(C2CCCN(S(=O)(=O)c3ccccc3F)C2)nc2c1nnn2Cc1ccccc1Cl (centres undefined)	-6%	-5	-21%	-14%	-19%	-11%	-23%	-3%	53%[activator][12.4 µM]
CCOC(=O)Nc1oc2ccccc2c(=O)c1CN1CCOCC1	-19%	-8	-16%	3%	-8%	-8%	14%	-1%	-3%
Cc1ccc2nc(Cl)c3nnnn3c2c1	-3%	8	-14%	nt	-1%	5%	-33%	13%	-1%
COc1ccc(NC2=C(C(C)=O)C(c3ccc(OC)c(OC)c3)C(C(C)=O)C(C)(O)C2)cc1 (centres undefined)	-3%	9	-13%	7%	3%	-5%	-21%	4%	2%
CCOc1cc(CNC(=O)C2CCN(c3nc4ccccc4[nH]3)CC2)cc(OCC)c1OCC	-8%	-8	-15%	-10%	11%	-13%[60.1 µM]	26%	-6%	nt
Cn1c(=O)c2[nH]c(CN3CCN(Cc4ccccc4)CC3)nc2n(C)c1=O	5%	5&3	-5%	?	-5%	2%	-8%	2%	-3%
O=C(COc1cccnc1[N+](=O)[O-])N1CCC(Cc2ccccc2)CC1	nt	-6	-18%	?	nt	-1%	-13%	1%	-13%
O=C(c1ccc2[nH]c(=O)c(=O)[nH]c2c1)N1CCN(Cc2ccccc2)CC1	0%	-16	-11%	-3%	-10%	-11%	-5%[56.9 µM]	-8%	35%
CCNC(=O)C1CCCc2c1[nH]c1ccc(Cl)cc21 (centres undefined)	-4%	-10	5%	nt	-2%	4%	28%	-1%	10%
